# Xi reactivation = activators of X-chromosome reactivation in mouse fibroblasts; XiGFP mouse fibroblasts, % GFP-positive cells imaging, 3 d; cells co-treated with 5-aza-dC sensitizer; scaled so ellipticine positive control = 100%; activation, % at 7.58 µM; actives 0.055% (n = 360,000); AID 743238;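 active = mean normalized replicate activation at least 10% and every replicate at or above 10%; inconclusive = only one of the two criteria met; inactive = mean below 10% and not all replicates reach 10%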;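 also: 0% = median of on-plate neutral control wells and 100% = ellipticine 6 µM median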
#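 Schedule: 3 d treatment, 15 min room-temperature fixation; system: 68-5-11 XiGFP fibroblast line; buffer or medium: DMEM plus 5-aza-dC sensitizer; control set: ellipticine 6 µM positive control; compound: one concentration, pinned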
# F508del corr = CFTR F508del correction in bronchial cells. CFBE cells, YFP halide quenching; stimulated with forskolin plus potentiator P3; % fluorescence drop versus neutral controls. activity (quench increase), % at 7.58 µM. actives 0.36% (n = 350,000);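 active = mean added fluorescence quench of at least 8% versus neutral control, with both replicates also reaching 8%; inconclusive = only one of the mean or replicate conditions met; inactive = mean below 8% and not both replicates reaching 8%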;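 also: cells transiently co-express mutant CFTR-F508del with the halide-sensitive YFP; corrector assay measuring rescue of mutant channel to the surface after 24 h compound exposure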
# ERp5 inh = ERp5 (human) disulfide isomerase inhibition | AID 651711 | actives 0.05% (n = 350,000) | inhibition, % at 9.99 µM | ERp5 insulin aggregation, absorbance 650 nm, 90 min;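 active = mean replicate inhibition above about 25%, with every replicate also reaching it, limit read from the data, passing the limit was not always enough; inconclusive = only one of those two criteria met; inactive = neither criterion met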
# Target sequence (Q15084 whole entry, looked up): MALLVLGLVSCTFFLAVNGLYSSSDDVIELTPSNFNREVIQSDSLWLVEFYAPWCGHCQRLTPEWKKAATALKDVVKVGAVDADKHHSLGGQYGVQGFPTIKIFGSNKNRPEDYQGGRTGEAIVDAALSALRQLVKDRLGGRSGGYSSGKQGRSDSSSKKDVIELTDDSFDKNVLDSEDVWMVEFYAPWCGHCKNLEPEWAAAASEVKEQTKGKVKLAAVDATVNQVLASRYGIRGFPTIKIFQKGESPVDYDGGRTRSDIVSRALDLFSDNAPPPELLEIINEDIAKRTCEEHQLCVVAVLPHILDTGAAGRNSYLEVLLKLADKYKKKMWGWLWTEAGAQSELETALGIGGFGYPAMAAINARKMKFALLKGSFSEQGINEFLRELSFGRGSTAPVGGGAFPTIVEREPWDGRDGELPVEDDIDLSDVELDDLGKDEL
# EWS-Fli inh = inhibitors of EWS/Fli oncoprotein transcriptional activity. A673 NR0B1-luciferase reporter, viability-normalised. inhibition, % at 12.6 µM. actives 0.67% (n = 350,000);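 active = mean inhibition of at least 50% after viability correction, with every replicate also passing that limit; inconclusive = mean reaches 50% but only one of two replicates passes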;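 also: firefly luciferase signal divided by Alamar Blue viability fluorescence both relative to DMSO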
# INS-1E GSIS act = GLuc luminescence reporter in INS-1E cells, primary screen for activators of glucose-dependent secretion of insulin; INS-1E GLuc reporter insulin secretion, 2-3 h; activation, % at 16.6 µM; actives 0.61% (n = 370,000);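 active = lowest replicate activation of at least 40%, so every replicate reaches that level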;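 also: 0% = median of neutral control wells and 100% = median of IBMX positive control wells; some compounds called inactive have numbers as strong as hits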
# PAX8 inh HTS = PAX8 transcriptional activity inhibition; AID 652154; RMG-I TPO-luciferase reporter, SteadyGlo, 24 h; inhibition, % at 12.6 µM; actives 1.2% (n = 360,000);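 active = mean replicate inhibition at least 60% with every replicate also reaching 60%; inconclusive = only one of the two criteria is met; inactive = mean below 60% and not all replicates reaching 60%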;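 also: luciferase light reporting Pax8 driven TPO promoter activity; plate controls were median of neutral control wells for no effect and mitoxantrone controls for full effect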
# ARNT TACC3 PPI = disrupts binding between human ARNT and TACC3; Q9Y6A5; AlphaScreen His-ARNT PAS-B/GST-TACC3 binding, luminescence; TACC3 fragment carries E629A point mutation; inhibition, % at 9.99 µM; actives 0.66% (n = 390,000); AID 623870;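 active = mean inhibition of replicates at least 50% and at least half of replicates each reaching 50%; inconclusive = half or more replicates reach 50% but mean below 50%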;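 also: 0% = complete ARNT plus TACC3 wells and 100% = ARNT alone without TACC3; many hits fall short of the cut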
# DENV2 CPE rescue = protects cells from dengue virus 2 cytopathic effect; CPE inhibition, % at 9.99 µM; actives 1.7% (n = 350,000); DENV2-infected cells, cytopathic effect rescue, plate reader; in the data active = CPE inhibition above about 20%, passing the limit was not always enough; inconclusive = no clear call, values can overlap the other calls; tested in BHK-21 cells;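 also: 0% = median of neutral control wells and 100% = median of positive control wells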
# An asterisk follows results filed as active; ? = inconclusive; · = not tested or not shown.
SMILES,Xi reactivation,F508del corr,ERp5 inh,EWS-Fli inh,INS-1E GSIS act,PAX8 inh HTS,ARNT TACC3 PPI,DENV2 CPE rescue
CNC[C@H]1OCCCC[C@H](C)Oc2ccc(NC(=O)CCC(F)(F)F)cc2C(=O)N([C@@H](C)CO)C[C@@H]1C,-1.2,-2.9,·,-57.8,1.1,17.6,·,·
Cc1ccc(N/C(N)=N/c2nc(C)cc(N3CCCCC3)n2)c(C)c1,0.0,-0.1,9.5,25.8,-26.6,50.7,9.7,-0.6
O=C(Nc1cccc(-c2nn[nH]n2)c1)c1ccc(Cl)s1,0.0,-0.8,4.2,-5.8,-1.1,5.4,20.8,?
CCCC#Cc1ccc([C@H]2[C@@H](C#N)N(S(=O)(=O)c3cccc(F)c3)[C@H]2CO)cc1,0.4,0.4,5.9,0.8,6.3,·,·,9.2
COc1ccccc1CCN1CCCC(CN(C)C(=O)c2ccc3nc[nH]c3c2)C1 (stereo not drawn),0.0,0.5,-0.5,-1.0,17.1,-10.6,2.2,-5.0
C/C=C/c1ccc([C@H]2[C@@H](CO)N(C(C)=O)[C@H]2CNC(=O)NCCC)cc1,0.0,-2.4,1.5,·,3.7,·,·,12.5
C#CCOCCOCCOCCNc1nc(N2CCN(C(=O)[C@H]([C@@H](C)CC)n3cc(CCC(=O)O)nn3)CC2)nc(N2CCN(C(=O)[C@H](C)n3cc(CCCN=C(N)N)nn3)CC2)n1,0.1,4.3,-5.0,-0.9,1.7,17.6,-7.3,-2.2
CC(C)NC(=O)N(C)C[C@H]1Oc2cc(C#C[C@@H](C)O)ccc2S(=O)(=O)N([C@H](C)CO)C[C@@H]1C,-1.2,0.3,-2.0,-10.1,-3.5,7.9,3.9,-0.3
Cc1cc(C(=O)Nc2ccc([N+](=O)[O-])cn2)cs1,0.0,-0.9,-2.7,-59.4,2.6,-67.0,-2.8,?
Cc1ccc2nc(N=C(N)N)nc(C)c2c1,0.0,6.8,2.0,5.1,-6.4,6.4,18.3,4.2
Cn1[nH]cc(C=NC(N)=O)c1=O,0.1,3.2,-0.6,1.1,11.7,-10.1,-7.9,-2.0
Cc1noc(C)c1S(=O)(=O)Nc1ccc2c(c1)C(=O)N([C@H](C)CO)C[C@H](C)[C@@H](CN(C)C(=O)Nc1ccc3c(c1)OCO3)O2,0.6,0.8,4.6,-2.7,-11.6,-34.3,-1.8,-10.2
CC(=O)c1cc(CN2CCC(N3CCC(C(=O)NC(C)C)CC3)CC2)cs1,0.5,1.2,2.5,26.4,-6.6,7.8,3.7,2.9
COc1ccc(NC(=O)N(C)C[C@H]2OCCCC[C@@H](C)Oc3ccc(NS(=O)(=O)c4ccccc4)cc3C(=O)N([C@H](C)CO)C[C@H]2C)cc1,0.0,-0.9,-6.4,6.8,-13.3,0.2,11.6,-3.0
CC(C)c1nnc(NC(=O)C2CCCN(C(=O)Nc3ccc(F)cc3)C2)s1 (stereo not drawn),-0.1,0.5,1.8,3.3,-5.7,6.8,2.5,4.8
FC(F)(F)c1ccc(/C=N/n2c(C3CCCCC3)n[nH]c2=S)cc1,0.2,-3.3,-5.2,-1.8,-33.8,6.8,3.0,6.7
O=C(Cn1cnc2c(NCc3ccccc3)ncnc21)NCc1ccccn1,0.0,1.6,3.4,-1.1,9.6,-4.2,-3.0,-7.4
COCC(=O)N[C@@H]1CC[C@@H](CC(=O)NCc2ccc(Cl)cc2)O[C@H]1CO,1.1,0.0,15.5,-1.8,7.9,9.7,-4.4,3.4
C[C@@H]1CCCCO[C@@H](CN(C)C(=O)CCC(F)(F)F)[C@@H](C)CN([C@H](C)CO)C(=O)c2cc(NS(=O)(=O)c3cn(C)cn3)ccc2O1,-0.1,-0.6,-3.2,-3.2,-0.8,-3.0,-12.5,1.1
CC(C)NC(=O)N(C)C[C@@H]1OCCCC[C@@H](C)Oc2ccc(NC(=O)CCC(F)(F)F)cc2C(=O)N([C@H](C)CO)C[C@@H]1C,0.3,1.2,3.4,·,44.0,-6.0,1.0,-7.1
CCn1c(CNC(=O)c2ccc(Cl)cc2)nnc1SCC(=O)NC1=NCCS1,0.1,1.3,-0.1,1.6,2.6,-11.6,-0.2,0.8
Cc1c(NC(=O)CSc2nnc(-c3ccncc3)o2)c(=O)n(-c2ccccc2)n1C,0.8,-4.0,0.9,3.1,-1.4,6.2,-3.9,4.1
COc1ccc(CC(=O)c2ccc(OC3OC(CO)C(O)C(O)C3O)cc2O)cc1 (stereo not drawn),0.0,-3.3,-1.5,0.5,17.9,-56.5,-1.8,3.5
O=C(Nc1cnccn1)Nc1cccc(Cl)c1Cl,0.0,0.5,2.4,-28.1,5.1,-15.5,1.4,-0.9
Cc1nn(C)c(Cl)c1CN1CCC(Oc2ccc(C(=O)N3CCCC3)cc2)CC1,0.0,1.9,6.0,·,11.7,13.6,3.6,0.2
Cc1cc(-c2ccc(C)c(S(=O)(=O)N3CCN(c4ccccn4)CC3)c2)on1,0.0,0.0,-5.7,3.2,-3.9,22.3,-4.9,8.6
O=C(O)c1ccc(CSc2nnc(-c3ccccc3Cl)n2-c2ccccc2)cc1,0.1,1.5,0.1,7.1,-7.9,-1.0,-1.4,5.7
CC(C)(C)CC(=O)O/N=C(\N)c1ccccn1,-0.1,·,·,·,18.2,10.1,-9.8,·
CC1CC(=O)Nc2ccccc2N1C(=O)CSc1ccc2ccccc2n1 (stereo not drawn),0.3,3.3,7.8,1.1,-10.2,18.5,-2.1,-8.4
COc1ccc2c3c(n(C)c2c1)[C@@H](CO)N(C(=O)CC1CC1)CC31CCN(Cc2ccncc2)CC1,0.5,2.9,-2.6,0.3,6.6,-1.4,·,9.5
Cc1ccc(C(=O)Nc2cc(Cl)ccc2Oc2ccccc2)cc1[N+](=O)[O-],0.0,·,·,·,-19.6,5.1,-1.2,·
Cc1ccc(C)c(NC(=O)CN(C)C(=O)c2ccccc2OCc2c(C)noc2C)c1,0.3,3.1,1.6,1.9,-9.7,-10.8,-0.5,-6.9
O=C(NCc1ccccc1)c1ccc(NS(=O)(=O)c2cccs2)cc1,-0.1,-4.3,5.4,4.8,-3.0,-32.3,·,0.1
O=C(O)c1cccc(-c2nc3ccccc3[nH]2)c1,0.4,·,1.1,43.6,12.3,48.3,10.3,-2.4
O=C(c1ccccc1)N1CC2(C1)[C@H](c1ccccc1)[C@@H](CO)N2Cc1cccnc1,0.0,0.7,12.2,-0.1,10.8,-7.4,·,-11.5
CCOC(=O)c1c(C)n(C)c2ccc(OCC(O)CN(CC)CC)cc12 (stereo not drawn),0.4,0.2,1.5,2.4,·,4.4,-1.4,-3.1
COc1ccc(NC(=O)CCC(=O)N/N=C/c2ccncc2)cc1,0.1,0.0,-1.7,-7.7,·,-11.2,-2.4,?
COc1ccc(CN(C)C[C@H]2Oc3c(NC(=O)Nc4ccc(OC)cc4)cccc3C(=O)N([C@H](C)CO)C[C@H]2C)cc1,0.1,2.2,3.5,8.2,14.2,·,-6.7,-5.2
CC(C(=O)NCC(=O)Nc1ccc(F)c(F)c1F)N1CCN(c2ccc(O)cc2)CC1 (stereo not drawn),0.0,-2.0,-2.4,-5.7,·,18.3,-3.2,-0.7
CSCCC(NC(=O)c1ccccc1)C(=O)N1CCN(C(C)=O)CC1 (stereo not drawn),0.0,1.4,2.0,-7.1,5.4,-2.2,·,-5.7
CN(C)c1nccc(NCc2ccccc2)c1C#N,0.2,-1.1,-10.2,-13.2,10.2,-21.0,·,-3.8
Cc1ccc(-c2nc(C3CCN(S(=O)(=O)c4ccc(C(C)(C)C)cc4)CC3)no2)cc1,0.1,-0.5,-9.6,-2.8,12.4,-11.9,-15.9,-5.0
O=[N+]([O-])c1cc(S(=O)(=O)Nc2cccc(Cl)c2)ccc1N=Nc1c(O)[nH]c2ccccc12,0.5,2.2,-0.2,1.0,-3.1,-1.6,-2.0,5.6
O=S(=O)(c1ccccc1)N1CCN=C1SCc1ccccc1Cl,0.0,-0.7,1.8,6.4,-10.3,-4.9,-2.4,11.7
CCc1ccc(N2CC(C(=O)Nc3ccc(S(=O)(=O)NCC4CCCO4)cc3)CC2=O)cc1 (stereo not drawn),0.0,-1.9,-3.1,2.6,6.1,8.1,-6.5,-4.2
O=C(c1cc(C(=O)NCCc2ccccc2)c(=O)n(CCc2ccccc2)c1)c1cc(Cl)ccc1O,-0.1,·,·,·,-34.8,42.5,1.4,·
O=C(COC(=O)c1cc(S(=O)(=O)N2CCCCC2)ccc1Cl)NC1CCS(=O)(=O)C1 (stereo not drawn),0.1,4.1,6.1,2.3,1.1,-5.0,1.3,15.5
Cc1ccc(S(=O)(=O)Nc2cccc3c2O[C@H](CN(C)S(=O)(=O)c2ccc(F)cc2)[C@H](C)CN([C@H](C)CO)C3=O)cc1,0.4,-0.1,·,-14.0,10.4,-19.8,-15.6,-8.4
O=C(O)Cn1cc(/C=c2/sc3nc4ccccc4n3c2=O)c2ccccc21,0.0,0.2,1.1,-150.9,2.4,-52.5,-18.3,4.4
COc1ccc(C(=O)N/N=C/c2cc(Br)ccc2O)cc1OC,?,4.1,-3.5,28.9,-2.6,82.5*,-15.6,9.6
C[C@@H]1CCCCO[C@H](CN(C)CC2CCCCC2)[C@H](C)CN([C@@H](C)CO)C(=O)c2cc(NC(=O)Nc3ccc(C(F)(F)F)cc3)ccc2O1,0.0,-2.5,-4.8,81.2*,9.6,-11.1,2.1,7.4
CCOc1ccc(N(C)C(=O)CCc2nnc3ccc(NCc4ccco4)nn23)cc1,0.1,1.0,0.0,·,-25.4,3.3,1.2,3.4
C=CCOc1ccc(/C=N/NC(=O)CN(c2cc(Cl)ccc2OC)S(=O)(=O)c2ccc(C)c([N+](=O)[O-])c2)cc1,0.0,-0.3,2.4,4.7,27.1,11.9,-26.7,-1.8

# Full records, quoted from the list. Values in the order: Xi reactivation	F508del corr	ERp5 inh	EWS-Fli inh	INS-1E GSIS act	PAX8 inh HTS	ARNT TACC3 PPI	DENV2 CPE rescue
# COc1ccc(C(=O)N/N=C/c2cc(Br)ccc2O)cc1OC is listed with ?	4.1	-3.5	28.9	-2.6	82.5*	-15.6	9.6
# C=CCOc1ccc(/C=N/NC(=O)CN(c2cc(Cl)ccc2OC)S(=O)(=O)c2ccc(C)c([N+](=O)[O-])c2)cc1 is listed with 0.0	-0.3	2.4	4.7	27.1	11.9	-26.7	-1.8
# O=C(O)Cn1cc(/C=c2/sc3nc4ccccc4n3c2=O)c2ccccc21 is listed with 0.0	0.2	1.1	-150.9	2.4	-52.5	-18.3	4.4
# C[C@@H]1CCCCO[C@H](CN(C)CC2CCCCC2)[C@H](C)CN([C@@H](C)CO)C(=O)c2cc(NC(=O)Nc3ccc(C(F)(F)F)cc3)ccc2O1 is listed with 0.0	-2.5	-4.8	81.2*	9.6	-11.1	2.1	7.4
# CCOc1ccc(N(C)C(=O)CCc2nnc3ccc(NCc4ccco4)nn23)cc1 is listed with 0.1	1.0	0.0	·	-25.4	3.3	1.2	3.4
